AddAB inh = less growth of phage-infected E. coli with AddAB; E. coli expressing H. pylori AddAB, absorbance growth; inhibition, % at 11.9 µM; 330,000 tested, 0.29% active; AID 435030; in the data active = inhibition above about 12%;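 also: 0% = vehicle wells of infected cells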
MOR-DOR ag = OPRM1-OPRD1 heterodimerization agonism; P35372+P41143; cells, luminescence; activation, % at 9.3 µM; 340,000 tested, 0.3% active; AID 504326; in the data active = activation above about 18%;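 also: 0% = vehicle-treated cells and 100% = reference agonist; values of inactives mirror those of a sister screen read the other way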
OPRM1-OPRD1 inv = inverse agonist of human OPRM1-OPRD1 heterodimerization; 340,000 tested, 0.21% active; P35372+P41143; inhibition, % at 9.3 µM; cell-based MOR-DOR heterodimer luminescence, inverse agonism; AID 504357; in the data active = inhibition above about 22%, passing the limit was not always enough;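 also: 0% = cells with DMSO and 100% = wells without cells with DMSO; values of inactives mirror those of a sister screen read the other way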
SUMO Mot1 rescue = SUMOylation pathway inhibition by Mot1-301 growth rescue; S. cerevisiae Mot1-301 growth rescue, ATP luminescence, 38.5C; percent above DMSO median, 100 means doubled; growth rescue, % at 18.8 µM; 320,000 tested, 1% active; AID 2716;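 active = every valid replicate shows activation above 250% relative to neutral control wells; inactive = the rest, any valid replicate at or below 250%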;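 also: OY570 slx delta 5 strain wells were the positive control but not used for scaling; some compounds called inactive have numbers as strong as hits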
HTR5A inv ag = counter-screen for OPRM1-OPRD1 inverse agonists: human HTR5A inverse agonism; P47898; HTR5A cell line, luminescence; inhibition, % at 9.3 µM; 340,000 tested, 0.083% active; AID 504634; in the data active = inhibition mostly above about 23%, no sharp cut-off; inactive = mostly below about 18%;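 also: 0% = cells with DMSO and 100% = no-cell wells with DMSO; some compounds called inactive have numbers as strong as hits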
Target sequence (P47898 whole entry, looked up): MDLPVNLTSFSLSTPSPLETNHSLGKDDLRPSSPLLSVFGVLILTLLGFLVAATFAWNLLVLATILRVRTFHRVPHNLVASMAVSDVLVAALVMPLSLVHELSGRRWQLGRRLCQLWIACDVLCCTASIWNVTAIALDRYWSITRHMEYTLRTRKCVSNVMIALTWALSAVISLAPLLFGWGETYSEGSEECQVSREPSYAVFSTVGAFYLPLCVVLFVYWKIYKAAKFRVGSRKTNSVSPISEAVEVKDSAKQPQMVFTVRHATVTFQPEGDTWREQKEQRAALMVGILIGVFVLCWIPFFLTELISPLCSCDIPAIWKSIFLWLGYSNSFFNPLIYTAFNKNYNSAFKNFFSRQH
phage Ecoli inh = E. coli growth loss with phage present. growth absorbance. inhibition, % at 11.9 µM. 360,000 tested, 0.26% active; in the data active = inhibition above about 11%
PfHsp90 set2 = growth inhibition of yeast expressing Plasmodium Hsp90; inhibition, % at 9.4 µM; AID 504621; S. cerevisiae expressing PfHsp90, BacTiter-Glo ATP, 48 h; yeast lacking PDR1 and PDR3 efflux regulators; 310,000 tested, 0.32% active;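 active = every replicate shows inhibition above about 80%, whatever the replicate mean, limit read from the data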;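 also: 0% = DMSO neutral controls and 100% = 20 µM radicicol positive controls; yeast relying on Plasmodium falciparum Hsp90 in place of its own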
Tat transport = E. coli Tat transport inhibition; 340,000 tested, 0.036% active; AID 488895; inhibition, % at 10 µM; E. coli MC4100 TorA-mCherry Tat export, fluorescence;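 active = mean replicate inhibition at least 50% and at least half of replicates individually reaching 50%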;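 also: exported cargo escapes ClpAP degradation while cytoplasmic cargo is degraded and loses fluorescence; 0% = median of neutral control wells and 100% = median of NaSCN control wells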
PKA-R2B activ = PKA-R2B complex activation | P22694+P31323 | PKA-R2B holoenzyme dissociation, Cy5-IP20 fluorescence polarization; R2B truncated from residue 108, S112A mutant; 0% DMSO only, 100% 113 µM cGMP | activation, % at 11.4 µM | 340,000 tested, 0.079% active | AID 504700;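 active = activation above a cutoff set at the mean over all compounds plus 3 SD, cut at about 18% in these data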;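 also: higher means more holoenzyme dissociation and a rise in polarization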
Target sequence (P31323 whole entry, looked up, other chains not shown, the tested form may be a part): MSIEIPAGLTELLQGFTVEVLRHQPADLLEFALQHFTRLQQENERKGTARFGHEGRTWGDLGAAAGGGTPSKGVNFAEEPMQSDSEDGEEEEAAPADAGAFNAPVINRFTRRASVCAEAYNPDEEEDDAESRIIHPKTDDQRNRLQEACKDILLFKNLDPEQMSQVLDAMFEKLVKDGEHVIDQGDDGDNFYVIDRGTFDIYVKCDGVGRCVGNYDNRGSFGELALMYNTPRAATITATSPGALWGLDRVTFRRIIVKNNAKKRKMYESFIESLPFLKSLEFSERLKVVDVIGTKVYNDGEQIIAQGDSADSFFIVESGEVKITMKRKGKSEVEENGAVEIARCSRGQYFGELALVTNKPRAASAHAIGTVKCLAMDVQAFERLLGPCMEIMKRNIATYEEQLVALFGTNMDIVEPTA
PKA-R1A activ = activators of PKA-R1A complex; P00514+P68181; PKA-R1A dissociation, Cy5-IP20 fluorescence polarization; scaled: DMSO 0%, 113 µM cGMP 100%; activation, % at 11.4 µM; 340,000 tested, 0.083% active;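 active = percent activation above the mean of all tested compounds plus 3 SD, cut at about 19% in these data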;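 also: higher means more PKAc released from R1A so a rise in polarization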
E coli growth = counter-screen for AddAB inhibitors: E. coli growth inhibition | E. coli V3065 growth, OD600 absorbance, 18 h | 330,000 tested, 0.27% active | AID 449728 | inhibition, % at 11.9 µM;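 active = inhibition above the campaign's mean inhibition across all tested compounds plus 3 SD, cut at about 9.9% in these data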;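 also: uninfected addAB+ strain grown without phage in ampicillin broth; 0% = DMSO wells and 100% = ciprofloxacin 0.95 µg/ml wells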
* hit, by the source's call; . = not tested or not shown; & = joins results of further samples.

(1) CCOC(=O)N1CCC(N2CCN(Cc3ccccc3)C(CCO)C2)CC1 (stereo unspecified)
(2) CC1C(=O)N(Cc2ccccc2F)c2ccccc2N1C(=O)c1c(F)cccc1F (stereo unspecified)
(3) Brc1ccc(C2=Nn3c(nnc3-c3n[nH]c4c3CCC4)SC2)cc1
(4) C=CCOc1ccc(/C=C/C(=O)OCC(=O)NCc2cccc(OC)c2)cc1
(5) O=C(O)c1ccccc1N/N=C/C1=C(N2CCOCC2)C(=C\c2ccccc2)/CC1
(6) CCCn1c(SCc2nc3sc(C)c(C)c3c(=O)[nH]2)nc2ccccc2c1=O

Assay by compound,1,2,3,4,5,6
AddAB inh,0.3,-0.9,4.8,1.3,-0.6,2.6
MOR-DOR ag,-0.6,-1.9,-2.5,-3.1,-2.2,-1.2
OPRM1-OPRD1 inv,3,9,12,12,11,6
SUMO Mot1 rescue,-12,-10,17,.,17,-4
HTR5A inv ag,-3,-13,-12,3,-13,13
phage Ecoli inh,3.2,-3.2,-0.9,-1.5,1.7,2.1
PfHsp90 set2,7,-11,.,-10,-2,8
Tat transport,10,0,-1,-4,-1,-11
PKA-R2B activ,4,5,-2,3,-5,-5
PKA-R1A activ,-16,4,-2,14,-14,0
E coli growth,0.0,-0.5,1.3,-1.0,-0.8,2.6

(7) O=C(NCCN1CCN(c2cccc(Cl)c2)CC1)C1CCCN(S(=O)(=O)c2cnc[nH]2)C1 (stereo unspecified)
(8) CC(=O)c1cccc(NC(=O)c2ccc(S(=O)(=O)N3CCCCC3)cc2)c1
(9) CC(C)(C)c1cn(-c2ccccc2)c(=S)[nH]1
(10) Cc1ccc(CNC(=O)c2ccc3c(=O)n4c(-c5ccc(C)cc5)csc4nc3c2)cc1
(11) Cc1sc(NC(=O)CN(CCc2ccccc2)C(=O)C2CC2)c(C(N)=O)c1C
(12) CCOc1ccc(OCC(=O)c2c(O)c3ccccc3oc2=O)cc1

Assay by compound,7,8,9,10,11,12
AddAB inh,2.5,3.6,3.5,2.5,1.2,3.4
MOR-DOR ag,-1.9,-3.3,1.9,-0.1,-1.3,-0.1
OPRM1-OPRD1 inv,9,14,-11,1,7,0
SUMO Mot1 rescue,-9,151,10,129,0,36
HTR5A inv ag,-9,-1,-17,1,-6,7
phage Ecoli inh,1.8,1.3,2.9,0.6,1.6,0.4
PfHsp90 set2,26,1,.,1,-1,3
Tat transport,-5,-2,2,-9,-1,-4
PKA-R2B activ,-1,2,-6,-10,4,4
PKA-R1A activ,-6,-2,-5,-4,-12,-9
E coli growth,-2.0,-1.0,-2.0,0.3,-0.4,-3.1

Brought forward from above: three compounds; new compounds follow.
(10) Cc1ccc(CNC(=O)c2ccc3c(=O)n4c(-c5ccc(C)cc5)csc4nc3c2)cc1
(11) Cc1sc(NC(=O)CN(CCc2ccccc2)C(=O)C2CC2)c(C(N)=O)c1C
(12) CCOc1ccc(OCC(=O)c2c(O)c3ccccc3oc2=O)cc1
(13) Cc1ccc(/C=C2\SC(=S)N(CCC(=O)NNS(=O)(=O)c3ccc(C)cc3)C2=O)cc1
(14) CC(C)N1C(=O)CCC1C(=O)N1CCCc2ccccc21 (stereo unspecified)
(15) CCn1c2ccccc2c2cc(NC(=O)COC(=O)c3cc(S(N)(=O)=O)c(Cl)cc3Cl)ccc21
(16) CN(C)S(=O)(=O)c1cccc(NC(=O)c2cccc(N3C(=O)CCC3=O)c2)c1
(17) O=C(CN1CCN(c2ccccn2)CC1)Nc1cc(F)ccc1F
(18) N=c1ncn(Cc2ccccc2)c2nc(SCCOc3ccccc3)[nH]c12

Assay by compound,10,11,12,13,14,15,16,17,18
AddAB inh,2.5,1.2,3.4,2.2,2.3,0.9,.,-1.5,1.6
MOR-DOR ag,-0.1,-1.3,-0.1,-0.1,-2.3,-0.9,-1.4,-2.0,-1.8
OPRM1-OPRD1 inv,1,7,0,1,12,5,7,9,10
SUMO Mot1 rescue,129,0,36,3,-1,-8,.,-1,1
HTR5A inv ag,1,-6,7,8,8,25,-10,1,13
phage Ecoli inh,0.6,1.6,0.4,1.9,-2.8,0.3,1.9,-0.6,2.1
PfHsp90 set2,1,-1,3,-20,13,7,31,-14,-23
Tat transport,-9,-1,-4,6,1,4,-3,1,6
PKA-R2B activ,-10,4,4,-7,-5,-13,-5,0,0
PKA-R1A activ,-4,-12,-9,-2,-10,-5,8,7,-1
E coli growth,0.3,-0.4,-3.1,0.3,0.4,-0.9,.,-1.5,-0.9

(19) O=C(c1ccco1)N1CCN(Cc2nc3cc(Cl)ccc3c(=O)[nH]2)CC1
(20) COCCn1c(-c2ccccc2)nc(=S)c2c1CC(C)(C)OC2
(21) C[n+]1cc(-c2ccccc2)n2c1CCCCC2
(22) CC(C)(C)OC(=O)NCCCCCNC(=O)c1nc[nH]c1C(=O)N1CCN(c2ccccc2)CC1
(23) CCCC(=O)Nc1cc(Cl)ccc1N1CCN(C(=O)CC)CC1
(24) CC(Oc1ccc2oc(-c3ccccc3)c(C(=O)O)c2c1)C(=O)O (stereo unspecified)

Assay by compound,19,20,21,22,23,24
AddAB inh,1.2,1.6,0.3,-0.6,2.2,1.6
MOR-DOR ag,-2.9,-1.1,0.7,-3.0,-2.8,-1.6
OPRM1-OPRD1 inv,14,5,-4,17,15,8
SUMO Mot1 rescue,-2,4,-16,-14,2,-36
HTR5A inv ag,0,-2,23,0,13,-4
phage Ecoli inh,1.2,0.4,.,2.0,1.4,2.6
PfHsp90 set2,10,-18,4,-3,23,-19
Tat transport,-2,-10,-3,-4,-1,1
PKA-R2B activ,1,-1,9,-3,-1,-8
PKA-R1A activ,0,-15,-9,-3,-4,-8
E coli growth,-0.1,-1.8,1.2,1.2,2.0,0.2

(25) COC(=O)c1sccc1NC(=O)c1ccccc1Br
(26) Cc1cccn2cc(CNC(=O)C3CCCCC3)nc12
(27) CSc1ccccc1OCc1cc(C(=O)N2CCN(Cc3nccn3C)CC2)no1
(28) O=C(Nc1nnc(COc2ccc(Cl)cc2)s1)c1ccco1
(29) COC(=O)c1c(C)[nH]c(C(=O)OCC(=O)c2c(N)n(CC(C)C)c(=O)n(C)c2=O)c1C
(30) COc1ccc(N=C2SC(C(=O)Nc3ccc4c(c3)OCO4)CC(=O)N2C)cc1 (stereo unspecified)

Assay by compound,25,26,27,28,29,30
AddAB inh,2.1,2.1,1.4,1.7,-2.0,2.5
MOR-DOR ag,0.2,-2.6,-1.5,-2.5,-2.1,-0.7&-0.7
OPRM1-OPRD1 inv,-1,14,8,12,11,4&3
SUMO Mot1 rescue,9,.,-4,27,7,-8
HTR5A inv ag,12,2,-26,1,-9,-1&-4
phage Ecoli inh,2.9,-0.6,2.3,1.7,2.9,2.9
PfHsp90 set2,-3,-4,12,3,30,-5&-26
Tat transport,3,-9,3,-1,1,-5&-2
PKA-R2B activ,-8,-14,-7,4,1,-5&-5
PKA-R1A activ,-6,3,-1,0,-3,-2&-3
E coli growth,-0.1,-0.6,1.1,0.9,-1.8,1.7

(31) COc1ccc(-c2noc(-c3cc(C)cc(C)c3)n2)cc1OC
(32) O=C(CCN1C(=O)C2C3CCC(C3)C2C1=O)OCC(=O)c1cccc([N+](=O)[O-])c1 (stereo unspecified)
(33) Cc1ccc(C)c(NS(=O)(=O)c2ccc(NC(=O)CSc3ccc(Cl)cc3)cc2)c1
(34) CC(=O)Nc1ccc(SC[C@H](Cc2ccccc2)N2CCN(CC(C)C)CCC2=O)cc1
(35) COc1ccc(CC(=O)NNC(=O)c2ccco2)cc1
(36) O=C(CNCc1ccccc1Cl)Nc1ccc2c(c1)OCCO2

Assay by compound,31,32,33,34,35,36
AddAB inh,1.3,2.7,2.7,1.2,3.4,0.1
MOR-DOR ag,0.0,-12,-0.8,-0.7,-0.6,-1.3
OPRM1-OPRD1 inv,0,62*,5,4,3,7
SUMO Mot1 rescue,-10,-14,10,2,-26,-10
HTR5A inv ag,-25,14,10,15,8,-16
phage Ecoli inh,2.7,3.8,3.9,2.0,1.8,1.5
PfHsp90 set2,-23,13,-2,.,5,-2
Tat transport,8,-7,1,-9,2,2
PKA-R2B activ,-5,-16,-6,4,7,5
PKA-R1A activ,-9,-9,-7,6,2,-11
E coli growth,-2.2,1.6,-2.5,0.5,-1.6,-1.9

(37) O=C(COC(=O)c1ccccn1)c1ccc(Br)cc1
(38) O=C(Nc1ccc(F)cc1)C(c1ccccc1)N1CCN(S(=O)(=O)c2ccc3ccccc3c2)CC1 (stereo unspecified)
(39) CCOc1ccc(NC(=O)CSc2nc3ccccc3nc2N2CCCC2)cc1
(40) CCc1ccccc1OCC(=O)Nc1ccc(N2CCCC2)cc1C
(41) O=C(Nc1ccc(C(=O)O)cc1)/C(=C\c1ccc2c(c1)OCO2)NC(=O)c1ccc(Br)cc1
(42) CC1CCN(C(=O)c2nc[nH]c2C(=O)N2CCC(C)CC2)CC1
(43) O=C(NCCCc1ccccc1)c1cccc(S(=O)(=O)N2CCOCC2)c1
(44) COc1cc(/C=N/N=C2/NC(=O)C(Cc3ccc(F)cc3)S2)ccc1O (stereo unspecified)
(45) Cc1ccc(-c2n[nH]c(=O)c3ccccc23)cc1S(=O)(=O)N(C)C

Assay by compound,37,38,39,40,41,42,43,44,45
AddAB inh,7.6,3.0,1.5,.,1.2,3.0,-1.6,-1.6,4.0
MOR-DOR ag,-3.6,2.5,-0.3,-1.2,-4.3,-3.9,-3.8,-1.4,-1.9
OPRM1-OPRD1 inv,19,-13,2,6,21,21,15,8,9
SUMO Mot1 rescue,3,-4,-5,.,-4,-1,11,6,7
HTR5A inv ag,10,1,-16,-14,-1,-16,13,3,-8
phage Ecoli inh,4.4,2.4,2.4,4.0,1.7,2.7,0.0,3.5,1.2
PfHsp90 set2,.,5,12,-2,6,.,.,-59,32
Tat transport,9,6,1,-3,-1,-5,0,0,-1
PKA-R2B activ,-1,3,10,7,-6,-10,-5,1,4
PKA-R1A activ,-8,3,-1,-1,-6,0,-9,3,2
E coli growth,4.8,-0.1,0.1,.,0.7,2.5,-0.3,-0.3,-0.7

Compound activity (PubChem)
